Assay outcomes as filed in PubChem.
Chronic BCR inh – blocks chronic active B-cell receptor signaling | ABC-DLBCL IkBa-CBG/CBR reporter, luminescence ratio, 4 h | Potency, µM (top dose mostly 46.1 µM), for the others: at the highest dose ratio change, negative = lower green/red ratio, actives largely listed as inhibitors | actives 0.05% (n = 340,000); active = well fitted inhibition curve with a large enough effect in the signal ratio, with a control signal flat, not every such curve was filed as active; inconclusive = small, poorly fitted or top-dose-only effect, or effect the other way, or a change in a side signal; the % refers to the signal ratio;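 note: potency is the fitted concentration of half-maximal effect; plate controls were basal doxycycline-induced cells for no effect and cells given 10 µM MG132 for full effect; MG132 reads +100%, hits lower the ratio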
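Compounds up to 46 uM were incubated four hours with TMD8 cells whose green CBG68 luciferase is fused to IkappaBalpha; red CBR luminescence normalised the signal, and concentration-effect curves were fitted to fusion, red and ratio data.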
KCNH2 3.1 block – blocks the human KCNH2 3.1 channel isoform. activity change, % (tested at about 1.8 µM). actives 0.95% (n = 340,000). U2OS KCNH2 3.1, thallium flux FluxOr; active compounds read low;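 active = maximum activity change below -70%; inconclusive = maximum activity change from -70% to -50%; inactive = maximum activity change above -50%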;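 note: thallium influx rate constant from kinetic fluorescence after stimulation buffer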
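Channel expression came from 3.1 mutant virus (1.77 x 10^8 /mL) applied to suspended U2OS cells for 4 h. Flux was tracked with FluxOr dye plus Red40 quencher, and kinetic rate constants normalized to controls.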
KCNH2 WT inh – inhibitors of human wildtype KCNH2 potassium channel | Q12809 | U2OS, BacMam KCNH2, thallium flux FluxOr; active compounds read low | activity change, % at 1.84 µM | actives 0.37% (n = 340,000) | AID 720551;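 active = maximum activity change below -70%; inconclusive = maximum activity change between -70% and -50%; inactive = maximum activity change above -50%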
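U2OS cells transduced with wild-type KCNH2 virus are loaded with FluxOr dye for 45 min, and thallium flux is measured in kinetic reads before and after stimulation buffer. Rate constants are normalized to DMSO controls.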
FBPA coupling cs – inhibits coupling enzyme system, counter-screen for aldolase hits; coupling enzyme system counterscreen, AmpLite Red fluorescence; activity change, negative = inhibition, % at 58.2 µM, hits read low; actives 0.67% (n = 290,000); in the data active = activity change below about -30%
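Counterscreen lacking aldolase: glyceraldehyde-3-phosphate coupling-enzyme reagent preincubated 10 min at RT with compound (at 57.5 uM final), then substrate/coupling system with AmpLite Red added; fluorescence read at 525/598 nm after 20 min RT.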
B2AR arrestin – beta2AR (human) beta-arrestin recruitment activity | beta-arrestin recruitment to beta2AR, cell-based reporter | AID 492947 | actives 0.02% (n = 330,000) | P07550 | Potency, µM (series often up to 46.1 µM), for the others: at the top dose activation, most hits filed as activators;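 note: potency is the fitted concentration of half-maximal effect; 0% = DMSO controls and full agonism = EC100 isoproterenol or metaproterenol; nearly all actives have a fitted effect of over 65% in size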
Target sequence (P07550 whole entry, looked up): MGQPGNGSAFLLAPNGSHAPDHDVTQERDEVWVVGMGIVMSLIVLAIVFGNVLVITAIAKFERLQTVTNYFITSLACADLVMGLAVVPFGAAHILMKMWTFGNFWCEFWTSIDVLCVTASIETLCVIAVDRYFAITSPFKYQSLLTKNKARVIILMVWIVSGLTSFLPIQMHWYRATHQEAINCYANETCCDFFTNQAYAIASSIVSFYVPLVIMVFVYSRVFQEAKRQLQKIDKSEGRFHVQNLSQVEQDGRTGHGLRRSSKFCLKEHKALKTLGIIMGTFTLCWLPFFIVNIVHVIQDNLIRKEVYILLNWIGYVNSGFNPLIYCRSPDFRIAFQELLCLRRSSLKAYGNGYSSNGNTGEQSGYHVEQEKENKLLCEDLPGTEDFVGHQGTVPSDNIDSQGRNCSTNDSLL
USP2a inh – blocks human ubiquitin-specific protease USP2a. O75604. USP2 core, Ub-CHOP2 coupled fluorogenic reporter, 485/531. actives 0.01% (n = 330,000). Potency, µM (doses to about 38.3 µM), without a hit: at the highest dose activity change, negative = inhibition, actives largely listed as inhibitors;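 note: potency is the fitted concentration of half-maximal effect; plate controls were DMSO wells for no effect and full inhibition by NEM control for full effect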
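USP2 core (10nM final) preincubated 30min RT with compound in 20mM Tris-HCl pH 8.0, 2mM CaCl2, 2mM beta-mercaptoethanol, 0.05% CHAPS; 25nM Ub-CHOP2 plus 25nM reporter substrate added, fluorescence (Ex485/Em531) read after 60min.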
PKM2 activator – increases activity of human pyruvate kinase M2. P14618. actives 0.34% (n = 260,000). purified PKM2, Kinase-Glo ATP luminescence, activation; response scale: 0% is enzyme alone, no compound. AID 1631. Potency, µM (titrated, usually from 57.5 µM), for inactives: top-dose activation, actives largely listed as activators; note: potency is the fitted concentration of half-maximal effect; nearly all actives have a fitted effect of over 55% in size
Target sequence (P14618 whole entry, looked up): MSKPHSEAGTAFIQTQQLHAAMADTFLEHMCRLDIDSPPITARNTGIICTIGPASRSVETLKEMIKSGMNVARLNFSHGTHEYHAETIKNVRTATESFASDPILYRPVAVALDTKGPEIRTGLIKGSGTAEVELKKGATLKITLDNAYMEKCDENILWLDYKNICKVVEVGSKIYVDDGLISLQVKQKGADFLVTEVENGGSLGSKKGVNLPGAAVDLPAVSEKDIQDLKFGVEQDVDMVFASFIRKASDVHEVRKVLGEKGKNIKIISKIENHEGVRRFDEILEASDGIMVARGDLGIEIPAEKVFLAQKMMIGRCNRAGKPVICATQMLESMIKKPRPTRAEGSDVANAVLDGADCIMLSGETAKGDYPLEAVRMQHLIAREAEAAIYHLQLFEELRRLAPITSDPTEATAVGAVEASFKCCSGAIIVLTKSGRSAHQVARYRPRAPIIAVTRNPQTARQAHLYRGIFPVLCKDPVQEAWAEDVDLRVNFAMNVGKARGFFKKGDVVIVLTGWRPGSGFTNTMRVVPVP
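Kinase-Glo luminescence reports ATP generated from ADP (0.1 mM) and PEP (0.5 mM) by purified hPK-M2 after 1 h at room temperature, pH 7.2 imidazole buffer; intermediate enzyme activity allows detecting inhibitors and activators.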
Eya2 phos inh – Eya2 (human) phosphatase inhibition; actives 0.006% (n = 330,000); Potency, µM (highest dose often 76.9 µM), inactives show top-dose activity, negative = inhibition, hits mostly inhibitors; recombinant Eya2, OMFP fluorescence dephosphorylation (OMFP is methylfluorescein phosphate); O00167; note: potency is the fitted concentration of half-maximal effect
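Eya2 (0.2 uM) preincubated 10 min at ambient with compound, then OMFP substrate added at 50 uM; 10 min reaction in 50 mM HEPES pH 7.5, 50 mM NaCl, 5 uM MgCl2, 0.05% BSA, 1 mM DTT. Fluorescence read at Ex 485/Em 525 nm.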
GALK inhibitor – galactokinase (human) inhibition | P51570 | Purified GALK, Kinase-Glo residual ATP luminescence | Potency, µM (doses to about 57.5 µM), for inactives: at the highest dose activity change, negative = inhibition, most hits filed as inhibitors | actives 0.007% (n = 270,000) | AID 1868; note: potency is the fitted concentration of half-maximal effect
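Kinase-Glo Plus luminescence measured ATP left after a 1 h room-temperature reaction. The reaction used 5 nM GALK, 100 uM galactose and 35 uM ATP at pH 8.0 (20 mM HEPES, 5 mM MgCl2, 60 mM NaCl, 1 mM DTT, 0.01% BSA).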
Giardia killer – kills Giardia lamblia; Giardia lamblia trophozoite viability; activity change, % at 7.66 µM, hits read low; actives 0.15% (n = 340,000); in the data active = activity change below about -80%; inconclusive = between about -30% and that limit;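 note: parasites exposed to compound for two days anaerobically before the ATP read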
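Viability, read as ATP luminescence: trophozoites at 100 cells/well, compound added, 48 hrs anaerobic at 37 deg C, then 15-30 min room-temperature development before reading.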
uPA surface inh – blocks generation of uPA at the cell surface. cell surface uPA generation assay, qHTS. Potency, µM (series often up to 38.3 µM), inactives show at the highest dose activity change, negative = inhibition, actives largely listed as inhibitors. actives 0.31% (n = 330,000). AID 540303; active = well fitted inhibition curve with a large enough effect; inconclusive = small, poorly fitted or top-dose-only effect; inactive = no such curve, though single readings can be large or run the other way; tested in mouse RAW 264.7 cells; note: potency is the fitted concentration of half-maximal effect; nearly all actives have a fitted effect of over 55% in size
* marks the source's active call; other numbers are inactive results; u = inconclusive; x = not tested or not shown; & = joins results of further samples. Unless noted, calls come from the whole dose curve; as a rule, active = well fitted curve in the direction sought with a large enough effect; inconclusive = small, poorly fitted or top-dose-only effect, or another doubt; inactive = no such curve, though single readings can be large; an effect the other way counts as inactive or inconclusive. Unless noted, % is set by controls: 0 for no effect and ±100 for the full control effect. A portion of the library; the hit share may differ from the screen's.

Sequence of screens: Chronic BCR inh | KCNH2 3.1 block | KCNH2 WT inh | FBPA coupling cs | B2AR arrestin | USP2a inh | PKM2 activator | Eya2 phos inh | GALK inhibitor | Giardia killer | uPA surface inh
CCCC(C)C1(CC)C(=O)NC(=Nc2ccc(F)cc2)NC1=O (centres undefined)
  -2% | 1 | -5 | 0 | -0.5% | 3% | 8% | -26% | -3% | -20 | -4%
Cc1ccc2nc3c(cc2c1)CC1(C(=O)N(C)C(=O)N(C)C1=O)C1COCCN31 (centres undefined)
  -1% | 19 | -7 | 1 | -0.2% | 2% | -2% | 2% | 4% | 9 | -4%
CC[n+]1c(/C=C2/C=C(C)CC(C)C2)sc2ccccc21 (centres undefined)
  -5% | 6 | -4 | -5 | 0.5% | -5% | 0% | -3% | 5% | 5 | -24%
COc1ccc(CN2CCN(C(=O)Cc3ccccc3)CC2)c(OC)c1
  0% | 6 | 32 | 3 | 3.0% | 2% | 6% | 5% | x | -25 | 2%
CC1CCC(C(C)C)C(OP(N)(=O)c2ccccc2)C1 (centres undefined)
  -1% | 4 | 2 | -2 | -0.9% | 0% | -1% | 1% | 2% | 5 | -1%
CN1C(=O)C(=Cc2cn(CC(=O)N3CCCC3)c3ccccc23)C(=O)N(C)C1=O
  -1% | 17 | -16 | 1 | -0.1% | 4% | 1% | -14% | -2% | -9 | 5%
CC(=NCCc1ccccc1)c1c(O)n(C)c(=O)n(C)c1=O
  u | 5 | 17 | 11 | -0.5% | -1% | -7% | -3% | -2% | 10 | 1%
CN1C(=O)C(=Cc2ccccc2OCc2ccccc2Cl)C(=O)N(C)C1=O
  u | -21 | 0 | 3 | -0.3% | 4% | 15% | -18% | 0% | -12 | 2%
CCCCCCn1c(O)c(C=NCCCn2ccnc2)c(=O)[nH]c1=O
  -2% | -12 | 20 | 5 | -0.2% | 1% | 0% | -3% | 2% | -7 | 3%
COc1ccc(N=Cc2c(O)n(CC3CCCO3)c(=O)[nH]c2=O)cc1 (centres undefined)
  1% | 1 | 1 | 2 | -0.9% | 0% | -4% | -2% | 3% | -1 | 1%
O=c1c2ccccc2nc(-c2ccco2)n1-c1cccnc1
  4% | -7 | -1 | 0 | -1.8% | 2% | -4% | 6% | 3% | 6 | -5%
CCn1c(=O)oc2cc(NC(=O)CCl)ccc21
  u | -5 | 2 | -1 | 0.0% | 1% | 1% | 9% | 4% | 10 | -16%
CC(C)CCP(=O)(O)c1ccccc1
  -5% | -5 | -16 | 0 | 0.0% | 6% | 11% | -21% | 0% | 10 | x
O=C(NCCN1CCOCC1)c1ccc(Cl)nc1
  u | 21 | -4 | -1 | 0.2% | -5% | -6% | 4% | -2% | 5 | 0%
O=C(OCC1O[C@@H](OC(=O)c2cc(O)c(O)c(O)c2)[C@@H](OC(=O)c2cc(O)c(O)c(O)c2)[C@@H](OC(=O)c2cc(O)c(O)c(O)c2)[C@@H]1OC(=O)c1cc(O)c(O)c(O)c1)c1cc(O)c(O)c(O)c1 (some centres undefined)
  u | x | x | -19 | -0.3% | 6.3µM* | 10% | 12% | x | x | x
CC(=O)Cc1c[nH]c2ccccc12
  u | x | x | 2 | 0.3% | -1% | 3% | -15% | -1% | x | x
O=c1c2ccccc2nc(-c2ccccc2)n1-c1ccncc1
  u | -3 | -2 | 7 | -0.3% | 0% | -2% | -33% | 2% | 29 | 4%
C=CCNC(=O)c1c(N)n(CCN2CCOCC2)c2nc3ccccc3nc12
  u | -2 | -8 | -17 | 0.1% | 4% | 3% | 11% | -2% | -8 | 0%
O=c1[nH]c(=S)[nH]c(O)c1N=Nc1ccc(S(=O)(=O)N2CCc3ccccc32)cc1
  8% | 3 | -19 | 0 | -0.9% | -4% | -7% | -16% | 1% | -26 | -6%
CCOc1ccc(C(=O)CC(NCc2cccs2)C(=O)O)cc1 (centres undefined)
  u | -8 | 0 | 4 | -0.1% | 12% | 8% | -5% | 1% | 2 | -13%
Cc1ccc(OC(F)F)c(N2C(=O)C3C4CCC(O4)C3C2=O)c1 (centres undefined)
  u | -1 | 4 | x | -0.1% | -4% | x | 0% | x | 20 | 10%
COc1ccc(CC2(CCc3ccccn3)C(=O)NC(=O)N(c3ccccc3C)C2=O)cc1OC (centres undefined)
  u | -10 | 6 | 0 | -1.2% | 0% | -5% | 6% | 4% | 8 | 0%
CC(C(=O)O)N(C(=O)c1ccccc1)c1ccc(F)c(Cl)c1 (centres undefined)
  1% | 3 | -5 | -3 | -0.4% | 1% | 9% | 1% | -2% | -1 | 1%
COC(=O)Cn1cc(/C=C2\C(=O)NC(=O)N(c3ccccc3)C2=O)c2ccccc21
  2% | -9 | -3 | 1 | 0.3% | 1% | 2% | 15% | -3% | 3 | 2%
COc1ccc(NC(=O)c2cc([N+](=O)[O-])ccc2N2CCNCC2)cc1
  u | -38 | -42 | 1 | 0.2% | 1% | 1% | 1% | -3% | -2 | -1%
CC1(C)N=C(c2ccccc2)[C@@H]2C(c3ccc([N+](=O)[O-])cc3)N21 (some centres undefined)
  1% | 16 | 3 | 3 | 4.3% | 0% | 1% | 5% | 0% | 7 | 0%
COc1cc(C2SCC(=O)Nc3c2c(=O)[nH]n3C2CCCCCC2)cc(OC)c1OC (centres undefined)
  1% | 17 | -1 | -2 | -1.0% | -1% | 2% | 2% | -2% | -10 | -2%
COc1cccc(-n2c(O)c(C=Nc3c(C)n(C)n(-c4ccccc4)c3=O)c(=O)[nH]c2=O)c1
  -1% | -18 | 0 | 1 | -1.0% | 2% | -3% | 4% | x | -8 | 2%
Cc1[nH]c2ccccc2c1/C=N/NC(=O)c1ccccc1
  u | 0 | -7 | 1 | 0.3% | -1% | x | u | x | 6 | 8%
O=C(Cn1ncc2c3ccccc3n(Cc3ccccc3)c2c1=O)N1CCC2(CC1)OCCO2
  6% | x | x | 0 | 0.3% | -5% | -13% | -1% | 0% | x | x
CC(C)Nc1ccc(Nc2ccccc2)cc1
  5% | -5 | -2 | x | -0.9% | -5% | x | -3% | x | 4 | u
CN1C(=O)NC(=O)C(C)(C2=CCCCC2)C1=O (centres undefined)
  x | -9 | -3 | 2 | x | x | x | x | x | -21 | 6%
CC12CN3CN(C1)CC(C)(C3)C2=NO
  6% | -24 | -5 | 1 | -0.2% | 5% | 3% | 1% | 2% | -24 | 2%
CCOC(=O)C1=C(N)Oc2c(c(=O)oc3ccccc23)C12C(=O)N(C)c1ccccc12 (centres undefined)
  u | -6 | 3 | 0 | 0.5% | 1% | 0% | 10% | 1% | -19 | 2%
CC[C@@]1(O)C(=O)OCc2c1cc1n(c2=O)Cc2cc3ccccc3nc2-1
  u | x | x | -1&0&2&0 | -0.7% | 0% | 1% | -5%&11% | x | -19 | x
CN1CCc2nc(SCC(=O)OC(C)(C)C)c(C#N)cc2C1
  0% | -3 | 6 | -23 | -0.6% | 2% | -3% | 2% | 4% | -6 | -2%
CN1C(=O)C(=Cc2cc([N+](=O)[O-])ccc2N2CCCCC2)C(=O)N(C)C1=O
  -16% | 6 | 4 | 2 | -0.9% | 1% | 7% | 6% | -1% | 18 | -1%
O/N=C1\CCC2CN(C3CCCCC3)CC2C1 (centres undefined)
  4% | 28 | 4 | -2 | -0.3% | 3% | 0% | -11% | 5% | 5 | 4%
CCSc1nnc([C@@H](N)Cc2c[nH]c3ccccc23)o1
  u | 4 | -5 | -2 | 0.5% | 4% | -3% | 12% | -2% | 6 | 0%
O=c1[nH]c(=S)n(-c2ccccc2Cl)c(O)c1C=NCCN1CCNCC1
  2% | -5 | 4 | -1 | -0.3% | 1% | x | -14% | x | -4 | 12%
COc1ccc(N2CCN(C(=O)c3ccc4c(Cl)c5c(nc4c3)CCCC5)CC2)cc1
  0% | -14 | -6 | 0 | -0.5% | -2% | 5% | 8% | x | 25 | u
CCN1CCN(c2ccc(NC(C)=O)cc2Cl)CC1
  3% | -4 | 6 | 5 | -1.0% | -1% | 7% | -2% | 1% | 4 | -2%
CC(=O)Nc1ccc(OC(=O)N2CCCCC2)cc1
  -4% | -4 | 5 | 1 | 0.2% | -1% | 1% | 9% | 0% | -3 | 1%
CN(C)C1=C(C#N)C(c2ccccc2)=NP(N(C)C)(N(C)C)=N1
  -3% | 1 | -29 | 4 | -0.8% | 0% | -2% | 3% | 0% | 2 | 9%
